HCV inhibitor: HCV inhibition; 340,000 compounds, 3.4% hits; Potency, µM (top dose mostly 41.8 µM), inactives show at the top dose activity change, negative = inhibition, actives largely listed as inhibitors; Huh7.5.1 HCVcc-Cre infection, luciferase reporter, 44 h; active = well fitted inhibition curve with a large enough effect; inconclusive = small, poorly fitted or top-dose-only effect, or another doubt; inactive = no such curve, though single readings can be large or run the other way
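Infectious HCVcc-Cre (~0.5 moi) was added to cells just after compound, with cells seeded 4 h earlier at 1,000 per well. Luciferase activity after 44 h culture reported infection; substrate was incubated 15 min at room temperature before reading.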
The depositor's hits bear a star; ? = inconclusive; [ ] = another dose, or the depositor's remark. % is scaled to controls: 0 for no effect and ±100 for the full control effect; potency is read from the fitted curve at half-maximal effect. Only part of the results is shown; count on the stated rates, not on these rows.

SMILES	HCV inhibitor
Cc1ccccc1NC(=O)c1cc(-c2ccco2)nc2ccccc12	-7%
O=S(=O)(CCS(=O)(=O)c1ccccc1)c1ccccc1	-7%
COc1cccc(NC(=O)CN(C)CC(=O)Nc2ccc3c(c2)OCO3)c1	-8%
Cc1nc2nc(C)n(CCN3CCOCC3)c(=O)c2c(-c2cccc([N+](=O)[O-])c2)c1C(=O)CCCCCCCCCCN1CCC(c2ccccc2)(c2ccccc2)CC1	?
C[C@@H]1O[C@@H](OCCC(=O)O)[C@H](O)C[C@H]1O	-5%
CCOc1ccccc1OCC(=O)Nc1cc(C)on1	1%
CC(NCCN(C)C)C1CCC2C3CCc4cc(O)ccc4C3CCC12C (centres undefined)	?
COC(=O)CNC(=O)CSc1nc2sc(-c3ccccc3)cc2c(=O)n1-c1ccccc1	-3%
CNC1(C)[C@H]2CC[C@H](C2)C1(C)C (some centres undefined)	-10%
C=CCn1c(=O)[nH]c(=O)c2c(N)c(C(=O)c3ccc(OC)cc3)sc21	-24%
Cc1ccc(S(=O)(=O)N2CCC[C@H]2C(=O)Nc2ccccc2C)cc1	-18%
Cc1ccc(S(=O)(=O)C(NC(=O)c2ccccc2)=C(Cl)Cl)cc1	?
CON(C)C(=O)C[C@@H]1C[C@H](OC(=O)c2ccc([N+](=O)[O-])cc2)CN1C(=O)OC(C)(C)C	-20%
Nc1ccc(CCc2ccccn2)cc1	4%
CCOC(=O)c1oc2cc(O)cc(O)c2c(=O)c1OCc1ccccc1	-25%

Next section, starting with the last 4 of the part before.
SMILES	HCV inhibitor
Cc1ccc(S(=O)(=O)C(NC(=O)c2ccccc2)=C(Cl)Cl)cc1	?
CON(C)C(=O)C[C@@H]1C[C@H](OC(=O)c2ccc([N+](=O)[O-])cc2)CN1C(=O)OC(C)(C)C	-20%
Nc1ccc(CCc2ccccn2)cc1	4%
CCOC(=O)c1oc2cc(O)cc(O)c2c(=O)c1OCc1ccccc1	-25%
CC(C)[C@H](NC(=O)c1ccccc1)C(=O)OCC(=O)c1c(N)n(C)c(=O)n(C)c1=O	0%
O=C(NC1CCCCC1c1ccccc1)c1ccccc1 (centres undefined)	20%
CCCN1CCC(=O)NC1=S	18%
COc1cc(C)c(NC(=O)c2cccc(S(=O)(=O)N3CCCC3)c2)cc1OC	?
O=C(CNC(=O)C1COc2ccccc2O1)Nc1ccc(F)c(F)c1 (centres undefined)	6%
CCOC(=O)c1ccc(NC(=O)C2CC3CCC2C3)cc1 (centres undefined)	8%
C[C@]12C(=O)N(c3cccc(Cl)c3)C(=O)N1[C@@H]1c3ccccc3OC[C@@H]1[C@H]2c1ccccc1	?
Cc1ccccc1OCC(=O)OCC(=O)Nc1ccc2c(c1)OCO2	-9%
Cc1cccc(N2CCN(C(=O)c3ccc4[nH]c(C)c(C)c4c3)CC2)c1C	?
O=C(COC(=O)CNC(=O)C1CCCCC1)Nc1ccccc1OC(F)F	-17%
Cc1ccc2cccc(OCC(=O)NCCC3=CCCCC3)c2n1	5%
CN(CC1COc2ccccc2O1)C(=O)Cn1cc(C(F)(F)F)ccc1=O (centres undefined)	0%
COc1ccc(NS(=O)(=O)c2cccc(C(=O)OCC(=O)c3c(N)n(C)c(=O)n(C)c3=O)c2)cc1	-12%
CCOC(=O)c1c(SCCN2CCCCC2)n(-c2ccccc2)c(=S)n(-c2ccccc2)c1=O	?
Cc1cc(=O)oc2cc(O)cc(OCc3ccccc3)c12	-22%
Cc1noc(C)c1NC(=O)Nc1ccc2c(c1)C(=O)N([C@H](C)CO)C[C@H](C)[C@@H](CN(C)C(=O)Nc1ccc(C(F)(F)F)cc1)O2	4µM*
Cc1ccc(C)c(S(=O)(=O)N(C)c2ccc(OC(=O)C3CCN(C(=O)Nc4ccccc4)CC3)cc2)c1	6%
Cc1nc(SCC(=O)N2CCOCC2)c2c3c(sc2n1)CCC3	32%[activator]
Cc1ccc2cc(C#N)c(N3CCCN(S(=O)(=O)c4ccccc4)CC3)nc2c1C	?
CCOc1ccc(OCCCC(=O)N2CCN(S(=O)(=O)c3ccccc3C#N)CC2)cc1	5%
CCOC(=O)c1cccc(NC(=O)c2ccc(F)cc2F)c1	?
CN(CC(=O)Nc1ccccc1Br)C(=O)c1ccccc1Sc1ccccc1C#N	?
O=c1ccc(Cl)nn1-c1ccccc1	-6%
Cn1nc(C(=O)OCC(=O)Nc2ccccc2OC(F)F)c2ccccc2c1=O	?
Cc1ccc(CC2(OCCN(C)C)CCC(C(C)(C)C)CC2)cc1 (centres undefined)	-26%
Cc1ccc(SCC(=O)N(C)C2CCS(=O)(=O)C2)c(C)c1 (centres undefined)	20%
C=C(c1cn(C(C)=O)c2ccccc12)c1cn(C(C)=O)c2ccccc12	?
COc1ccc(C(CNC(=O)c2ccc(S(=O)(=O)Nc3ccccc3OC)cc2)N2CCCC2)cc1 (centres undefined)	-5%
CC(=O)c1ccc(OC(C)C(=O)NCC2(N3CCOCC3)CCCCC2)cc1 (centres undefined)	3%
CCCCn1c(CCC(=O)O)nc2cc(S(=O)(=O)N3CCCC3)ccc21	-1%

The list goes on, starting with the last 3 of the part before.
SMILES	HCV inhibitor
COc1ccc(C(CNC(=O)c2ccc(S(=O)(=O)Nc3ccccc3OC)cc2)N2CCCC2)cc1 (centres undefined)	-5%
CC(=O)c1ccc(OC(C)C(=O)NCC2(N3CCOCC3)CCCCC2)cc1 (centres undefined)	3%
CCCCn1c(CCC(=O)O)nc2cc(S(=O)(=O)N3CCCC3)ccc21	-1%
O=C(COC(=O)c1n[nH]c2ccccc12)Nc1ccccc1Br	-1%
CCN(C(=O)COC(=O)/C(C#N)=C/c1cc(C)n(CCOC)c1C)c1c(N)n(Cc2ccccc2)c(=O)[nH]c1=O	-9%
CC(=O)OCC(=O)C1(O)CCC2C3CCC4=CC(=O)CCC4(C)C3C(O)CC21C (centres undefined)	-5%
CCC(=O)NC(=S)Nc1ccccc1C(F)(F)F	-4%
O=C1CC(C(=O)N2CCN(c3ccccc3)CC2)CN1Cc1ccccc1 (centres undefined)	13%
O=C(CSc1ccc2nnc(-c3ccccc3)n2n1)N1CCCCC1	0%
COc1ccc2c(=O)cc(-c3ccncc3)oc2c1OC	11µM*
O=C(/C=C/c1ccccc1)NCCc1c[nH]c2ccccc12	?
CC(OC(=O)c1cccc(S(=O)(=O)N(C)C)c1)C(=O)NCC(=O)Nc1ccc(F)c(F)c1F (centres undefined)	25%
CN(C)c1ccc(/C=N/NC(=O)C[n+]2ccccc2)cc1	9%
Cc1ccc(C)c(C2=NNC(=O)CC2)c1	4%
O=C(CCn1c(=O)sc2ccccc21)NCCN1CCOCC1	7%
CSc1cc(-c2ccco2)oc1C(=O)c1ccco1	?
O=C(CN1C(=O)NC(Cc2c[nH]c3ccccc23)C1=O)Nc1ccccc1C(F)(F)F (centres undefined)	11%
COc1ccc(Cl)cc1C(=O)NNC(=O)CCNS(=O)(=O)c1ccccc1	-3%
COc1ccc([N+](=O)[O-])cc1NC(=O)C(C)NNC(=O)c1cccc([N+](=O)[O-])c1 (centres undefined)	?
COc1ccc(CCNC(=O)COC(=O)c2ncc(Cl)c(Cl)c2Cl)cc1OC	5%
O=C(NN=Cc1c(F)cccc1F)c1ccccc1NS(=O)(=O)c1cccs1	10%
CC(NS(=O)(=O)c1cccc(C(=O)N(C)Cc2ccc(N3CCOCC3)cc2)c1)c1ccccc1 (centres undefined)	-14%
COCc1cc(C)nc(SCc2ccc(Br)cc2)c1C#N	-17%
Cc1ccc(CN2CC(C(=O)NCCCn3nc(C)cc3C)CC2=O)cc1 (centres undefined)	12%
COC(=O)c1ccccc1NC(=O)COC(=O)/C=C/c1cccs1	-4%
CCOC(=O)c1[nH]c2ccccc2c1NC(=O)c1cc(OC)c(OC)c(OC)c1	-26%
CCN(C(=O)CCCCC(=O)N(CC)c1ccccc1)c1ccccc1	-1%
CCCn1nnc(NC(=S)NC(=O)c2ccccc2OC)n1	-4%
CC1(C)C(=O)Nc2ccccc2N1C(=O)COC(=O)c1cc(Cl)cc(Cl)c1	-30%
O=C(c1noc2c1CCCCC2)N1CCN(C(c2ccccc2)c2ccccc2)CC1	?
COc1cc(OC)cc(-c2c(-c3ccc(C(C)=O)cc3)c3cc(-c4cccc5[nH]ccc45)ccc3n2C)c1	?
CSc1nc2c([nH]1)c(=S)n(C)c(=O)n2C	-3%
C=CCC[C@@H](Cc1ccc(F)cc1)C(=O)O[C@H](CNC(=O)[C@H](CC=C)CC(=O)N(CCO)Cc1ccccc1)c1ccccc1	8.9µM*

Arranged by length of the SMILES (smallest number first): some entries from above.
SMILES	HCV inhibitor
CCOC(=O)c1[nH]c2ccccc2c1NC(=O)c1cc(OC)c(OC)c(OC)c1	-26%
CC(NS(=O)(=O)c1cccc(C(=O)N(C)Cc2ccc(N3CCOCC3)cc2)c1)c1ccccc1 (centres undefined)	-14%
COc1ccc([N+](=O)[O-])cc1NC(=O)C(C)NNC(=O)c1cccc([N+](=O)[O-])c1 (centres undefined)	?

Other records
SMILES	HCV inhibitor
CCN(C(=O)COC(=O)C1CCC(C(C)(C)C)CC1)c1c(N)n(Cc2ccccc2)c(=O)[nH]c1=O (centres undefined)	5%
CC1CC2C3CCC4=CC(=O)CCC4(C)C3CCC2(C)C1(O)C(=O)CO (centres undefined)	15%
COc1ccn(C2CCCCO2)c(=O)n1 (centres undefined)	12%
Cc1ccc(S(=O)(=O)N2CCOCC2)cc1C(=O)N1CCN(c2ccc(C(F)(F)F)cn2)CC1	10µM*
O=C(N/N=C/c1cccnc1)c1ccc(Cl)c(Cl)c1	5%
Cc1cc(NC(=O)c2cc(-c3ccncc3)nc3ccccc23)ccc1Br	8.9µM*
Cc1cccc(OCC(=O)OCC(=O)Nc2sccc2C(N)=O)c1	7%
COc1ccc(C2=C(c3ccc(OC)c(OC)c3)CN3CCCCC3C2)cc1 (centres undefined)	-1%
Cc1ccc(C(=O)C2=C(O)C(=O)N(Cc3cccnc3)C2c2cccc(Oc3ccccc3)c2)o1 (centres undefined)	4%
CCN1CCN(C(=S)NC(=O)c2cc(OC)c(OC)c(OC)c2)CC1	5%
O=C(O)Cc1sc(=O)[nH]c1O	8%
CC(=O)N1CCN(C(=O)c2ccc(Cl)c(S(=O)(=O)N3CCCC3)c2)CC1	16%
CN(c1ccccc1)S(=O)(=O)c1cccc(NC(=O)c2ccc(Cl)c([N+](=O)[O-])c2)c1	11µM*
Cc1ccnc(SCCn2c(N3CCOCC3)nc3c2c(=O)[nH]c(=O)n3C)n1	7%
CCOC(=O)C1CCCN(C(=O)c2cc(-c3ccco3)nc3ccccc23)C1 (centres undefined)	-5%
O=C(Cn1nc(-c2ccccc2)oc1=O)OCC(=O)c1ccccc1	18%
COc1ccc(CNC(=O)CCC(=O)c2ccc(F)cc2)cc1OC	8%
COc1ccc(NC(=O)N(C)C[C@H]2Oc3ccc(NC(=O)Cc4ccccc4)cc3CC(=O)N([C@H](C)CO)C[C@H]2C)cc1	20%
O=C(CSc1nnc(Nc2ccccc2F)s1)NC1CCS(=O)(=O)C1 (centres undefined)	6%
COC1=CC(=O)C(C2CC(=O)c3c(O)cc(O)cc3O2)=CC1=O (centres undefined)	-10%
C[C@]12CC[C@H](OC(=O)CCC(=O)O)CC1=CCC1C2CC[C@@]2(C)C1CC[C@@H]2OC(=O)CCC(=O)O (some centres undefined)	10%
COc1ccc(S(N)(=O)=O)cc1C(=O)OCC(=O)N1CCCC(C)C1 (centres undefined)	3%
C[C@H](CO)N1C[C@H](C)[C@@H](CN(C)S(=O)(=O)c2ccccc2)Oc2ccc(NC(=O)C3CCCCC3)cc2C1=O	?
CCN1C(=O)[C@H]2[C@H]3CN=C(SCc4ccc(C)cc4)N3[C@@](Cc3ccccc3)(C(=O)OC)[C@H]2C1=O	0.32µM*
O=C(NC(C(=O)c1ccccc1)c1ccccc1)c1ccccc1 (centres undefined)	-11%
O=C(NC(=S)/C(=C1\CCCCCN1)[N+](=O)[O-])c1ccccc1	-23%
O=C(COC(=O)Cc1ccc(S(=O)(=O)N2CCOCC2)s1)Nc1ccc(OC(F)F)cc1	-8%
NCCCCCNC(=O)c1[nH]cnc1C(=O)N[C@@H](Cc1ccccc1)C(=O)OCc1ccccc1	32%[activator]
C[C@H](CO)N1C[C@H](C)[C@@H](CN(C)Cc2ccc(C(=O)O)cc2)Oc2ccc(NC(=O)Cn3cnnn3)cc2C1=O	-1%
Cc1nc2ccccc2cc1C(=O)NCc1ccccc1	?

Reprinted from above (6 entries):
SMILES	HCV inhibitor
C[C@H](CO)N1C[C@H](C)[C@@H](CN(C)S(=O)(=O)c2ccccc2)Oc2ccc(NC(=O)C3CCCCC3)cc2C1=O	?
CCN1C(=O)[C@H]2[C@H]3CN=C(SCc4ccc(C)cc4)N3[C@@](Cc3ccccc3)(C(=O)OC)[C@H]2C1=O	0.32µM*
O=C(NC(C(=O)c1ccccc1)c1ccccc1)c1ccccc1 (centres undefined)	-11%
O=C(NC(=S)/C(=C1\CCCCCN1)[N+](=O)[O-])c1ccccc1	-23%
O=C(COC(=O)Cc1ccc(S(=O)(=O)N2CCOCC2)s1)Nc1ccc(OC(F)F)cc1	-8%
NCCCCCNC(=O)c1[nH]cnc1C(=O)N[C@@H](Cc1ccccc1)C(=O)OCc1ccccc1	32%[activator]

Source: PubChem (National Center for Advancing Translational Sciences (NCATS))
